Growth percent in the NCI-60 one-dose screen (48 h, 10 µM unless noted): 100 = growth as untreated, 0 = no growth, -100 = all killed.
SR: SR leukemia cells; 73,000 tested, 8.7% active; AID 1794780
MDA-MB-435: MDA-MB-435 melanoma; 82,000 tested, 7.8% active
MOLT-4: MOLT-4 leukemia cells; 80,000 tested, 6.9% active; AID 1794779
K-562: K-562 leukemia; 78,000 tested, 7.4% active; AID 1794777
MDA-MB-468: MDA-MB-468 breast cancer; 78,000 tested, 8.5% active; AID 2202374
MDA-MB-231: MDA-MB-231 breast cancer; 81,000 tested, 5% active
RPMI-8226: RPMI-8226 leukemia cells. AID 1794781. 77,000 tested, 7.5% active
MCF7: MCF7 breast cancer; 82,000 tested, 6.3% active
Active calls of the source: *; & = joins results of further samples. The calls were made as follows: active = growth percent below 10; inactive = the rest. Some of the compounds tested; rates above refer to the full screens.

Screening O=C1NC(=O)C(O)(O)C(=O)N1 returned SR 90, MDA-MB-435 104, MOLT-4 97, K-562 99, MDA-MB-468 98, MDA-MB-231 101, RPMI-8226 114 and MCF7 116.
For O=C(Nc1ccc(C(=O)O)cc1)Oc1ccc(N(CCCl)CCCl)cc1 the results were SR 33, MDA-MB-435 96, MOLT-4 57, K-562 92, MDA-MB-468 11, MDA-MB-231 121, RPMI-8226 75 and MCF7 41.
C=CC[Se]C(=O)c1cncc(C(=O)[Se]CC=C)c1 was read as SR -13*, MDA-MB-435 -63*, MOLT-4 -23*, K-562 -16*, MDA-MB-468 -85*, RPMI-8226 -42* and MCF7 -43*.
`Cn1c(=O)c2c(nc(N(CCCl)CCCl)n2C)n(C)c1=O` gave SR 94, MDA-MB-435 112, MOLT-4 101, K-562 105, MDA-MB-468 110, MDA-MB-231 103, RPMI-8226 106 and MCF7 103.
For CC(C)[C@H](C)/C=C/[C@@H](C)[C@H]1CC[C@@H]2[C@]1(C)CC[C@H]1[C@]23C=C[C@]2(C[C@@H](O)CC[C@]12C)OO3 the results were SR 70, MDA-MB-435 93, MOLT-4 65, K-562 66, MDA-MB-468 106, MDA-MB-231 101, RPMI-8226 92 and MCF7 80.
For CC(C)[C@]12O[C@H]1[C@@H]1O[C@]13[C@]1(O[C@H]1C[C@H]1c4c(C(=O)c5ccccc5)oc(OC(=O)c5ccccc5)c4CC[C@@]13C)[C@@H]2O the results were MDA-MB-435 -88*, K-562 -12*, MDA-MB-231 34 and MCF7 12.
`CC(C)NC(C)C` gave SR 95, MDA-MB-435 106, MOLT-4 96, K-562 100, MDA-MB-468 97, MDA-MB-231 101, RPMI-8226 100 and MCF7 90.
`CCN(CC)CC#CCN(CC)CC` gave MDA-MB-435 111, MOLT-4 101, K-562 109, MDA-MB-468 101, MDA-MB-231 102, RPMI-8226 96 and MCF7 100.
Screening CC(=O)Nc1ccc(S(=O)(=O)F)cc1[N+](=O)[O-] returned SR 87, MDA-MB-435 97, MOLT-4 85, K-562 88, MDA-MB-468 91, MDA-MB-231 102, RPMI-8226 85 and MCF7 103.
`CNC(=O)Oc1c(Cl)cc([N+](=O)[O-])cc1[N+](=O)[O-]` gave SR 88, MDA-MB-435 106, MOLT-4 94, K-562 94, MDA-MB-468 92, MDA-MB-231 109, RPMI-8226 100 and MCF7 96.
For C=Cc1c(C)c(O)cc2c1CC[C@@H]1C(C)(C)[C@H](O)CC[C@@]21C the results were SR 81, MDA-MB-435 100, MOLT-4 89, K-562 89, MDA-MB-468 103, MDA-MB-231 100, RPMI-8226 93 and MCF7 86.
C/C(=C/c1c[nH]c2ccccc12)[N+](=O)[O-] was read as SR 18, MDA-MB-435 81, MOLT-4 66, K-562 64, MDA-MB-468 63, MDA-MB-231 94, RPMI-8226 61 and MCF7 18.
For CN1C[C@H](C(=O)N[C@]2(C)O[C@@]3(O)[C@@H]4CCCN4C(=O)[C@H](Cc4ccccc4)N3C2=O)[C@H]2C[C@]23c2cccc4[nH]cc(c24)C[C@@H]13 the results were MDA-MB-435 92, MOLT-4 74, K-562 87, MDA-MB-468 79, MDA-MB-231 95, RPMI-8226 87 and MCF7 80.
For N=Cc1c(O)n(-c2ccccc2)c(=O)n(-c2ccccc2)c1=O the results were SR 60, MDA-MB-435 117, MOLT-4 85, K-562 104, MDA-MB-468 94, MDA-MB-231 106, RPMI-8226 101 and MCF7 109.
Clc1cccc(C2COOC3(CCCCCC3)OOC3(CCCCCC3)OOC2)c1 was read as SR 97, MDA-MB-435 103, MOLT-4 99, K-562 100, MDA-MB-468 124, MDA-MB-231 109, RPMI-8226 102 and MCF7 94.
Screening NC(=NCCCCCCN/C(N)=N/[N+](=O)[O-])N[N+](=O)[O-] returned SR 102, MDA-MB-435 104, MOLT-4 96, K-562 102, MDA-MB-468 101, MDA-MB-231 93, RPMI-8226 108 and MCF7 102.
Screening ClCCN(CCCl)c1ccc(CCNc2ccnc3cc(Cl)ccc23)cc1 returned SR 41, MDA-MB-435 87, MOLT-4 64, K-562 42, MDA-MB-468 38, MDA-MB-231 80, RPMI-8226 54 and MCF7 62.
`Cc1cc(C)c(CCl)cc1CCl` gave SR 116, MDA-MB-435 98, MOLT-4 103, K-562 114, MDA-MB-468 100, MDA-MB-231 105, RPMI-8226 98 and MCF7 101.
For S=C1Nc2ccccc2Sc2ccccc21 the results were SR 96, MDA-MB-435 100, MOLT-4 95, K-562 91, MDA-MB-468 95, MDA-MB-231 93, RPMI-8226 96 and MCF7 96.
Cc1ncc([N+](=O)[O-])n1CCOC(N)=O was read as SR 38, MDA-MB-435 103, MOLT-4 75, K-562 88, MDA-MB-231 99 and MCF7 96.
Screening N#Cc1c([N+](=O)[O-])no[n+]1[O-] returned SR 87, MDA-MB-435 101, MOLT-4 97, K-562 94, MDA-MB-468 92, MDA-MB-231 101, RPMI-8226 73 and MCF7 81.
For Cc1cc(OC(=O)N(C)C)c(Cl)cc1Cl the results were SR 121, MDA-MB-435 103, MOLT-4 104, K-562 93, MDA-MB-468 104, MDA-MB-231 107, RPMI-8226 100 and MCF7 108.
For C=CCn1cc(C=C2C(=O)N(C)C(=O)N(C)C2=O)c2ccccc21 the results were MDA-MB-435 101, MOLT-4 98, K-562 108, MDA-MB-468 -36*, MDA-MB-231 88 and MCF7 88.
Screening O=[N+]([O-])c1ccc([As](=O)(O)O)cc1 returned SR 101&107, MDA-MB-435 106&101, MOLT-4 103&123, K-562 103, MDA-MB-468 105&101, MDA-MB-231 113&95, RPMI-8226 105&117 and MCF7 101&109.
For Cc1cc(CCl)c(C)cc1CCl the results were SR 12, MDA-MB-435 77, MOLT-4 30, K-562 64, MDA-MB-468 -60*, MDA-MB-231 108, RPMI-8226 26 and MCF7 7.0*.
For S=P(N1CCCCCC1)(N1CC1)N1CC1 the results were SR 83, MDA-MB-435 109, MOLT-4 33, K-562 97, MDA-MB-468 105, MDA-MB-231 96 and MCF7 94.
For COc1ccc(CC(C)=O)cc1 the results were SR 79&81, MDA-MB-435 113&105, MOLT-4 89&68, K-562 101&101, MDA-MB-468 108&96, MDA-MB-231 102&102, RPMI-8226 101&116 and MCF7 100&94.
Screening CC(=O)N(c1ccccc1)c1nc(-c2ccccc2)c[se]1 returned SR 90, MDA-MB-435 110, MOLT-4 86, K-562 91, MDA-MB-468 97, MDA-MB-231 66, RPMI-8226 86 and MCF7 86.
For COc1cc2c(cc1OC)[C@H]1CCCN1CC2 the results were SR 91, MDA-MB-435 97, MOLT-4 95, K-562 94, MDA-MB-468 96, MDA-MB-231 90, RPMI-8226 99 and MCF7 98.
Screening CNC(Cc1ccc(C)cc1)c1ccc(OC)cc1 (stereo not given) returned SR 90, MDA-MB-435 98, MOLT-4 85, K-562 105, MDA-MB-468 98, MDA-MB-231 94, RPMI-8226 93 and MCF7 89.

Structural class, those above with sulfur
Screening CC(=O)Nc1ccc(S(=O)(=O)F)cc1[N+](=O)[O-] returned SR 87, MDA-MB-435 97, MOLT-4 85, K-562 88, MDA-MB-468 91, MDA-MB-231 102, RPMI-8226 85 and MCF7 103.
For S=C1Nc2ccccc2Sc2ccccc21 the results were SR 96, MDA-MB-435 100, MOLT-4 95, K-562 91, MDA-MB-468 95, MDA-MB-231 93, RPMI-8226 96 and MCF7 96.
For S=P(N1CCCCCC1)(N1CC1)N1CC1 the results were SR 83, MDA-MB-435 109, MOLT-4 33, K-562 97, MDA-MB-468 105, MDA-MB-231 96 and MCF7 94.

Entries above that contain an aryl methoxy group (3):
For COc1ccc(CC(C)=O)cc1 the results were SR 79&81, MDA-MB-435 113&105, MOLT-4 89&68, K-562 101&101, MDA-MB-468 108&96, MDA-MB-231 102&102, RPMI-8226 101&116 and MCF7 100&94.
For COc1cc2c(cc1OC)[C@H]1CCCN1CC2 the results were SR 91, MDA-MB-435 97, MOLT-4 95, K-562 94, MDA-MB-468 96, MDA-MB-231 90, RPMI-8226 99 and MCF7 98.
Screening CNC(Cc1ccc(C)cc1)c1ccc(OC)cc1 (stereo not given) returned SR 90, MDA-MB-435 98, MOLT-4 85, K-562 105, MDA-MB-468 98, MDA-MB-231 94, RPMI-8226 93 and MCF7 89.

(more compounds)
`CN1CCc2cc3c(cc2[C@H]1[C@@H]1OC(=O)c2c1ccc1c2OCO1)OCO3` gave SR 103, MDA-MB-435 105, MOLT-4 111, K-562 104, MDA-MB-468 103, MDA-MB-231 98, RPMI-8226 111 and MCF7 95.
`CC1(C)CC(=O)CC(C)(C)N1O` gave SR 116, MDA-MB-435 110, MOLT-4 107, K-562 106, MDA-MB-468 110, MDA-MB-231 132, RPMI-8226 107 and MCF7 100.
For O=P(CO)(CO)CO the results were SR 112, MDA-MB-435 118, MOLT-4 105, K-562 102, MDA-MB-468 117, MDA-MB-231 105, RPMI-8226 103 and MCF7 98.
`CCC(N)C(O)c1ccccc1` (stereo not given) gave SR 102, MDA-MB-435 109, MOLT-4 102, K-562 99, MDA-MB-468 109, MDA-MB-231 96, RPMI-8226 106 and MCF7 117.
Nc1ccc(C(F)(F)F)cc1 was read as SR 96, MDA-MB-435 104, MOLT-4 91, K-562 101, MDA-MB-468 106, MDA-MB-231 95, RPMI-8226 95 and MCF7 91.
Screening Cc1ccc(O)c(CN2CCC3CCC(C3)C2)c1 (stereo not given) returned SR 88&95, MDA-MB-435 107&103, MOLT-4 92&87, K-562 93&92, MDA-MB-468 104&110, MDA-MB-231 116&101, RPMI-8226 97&105 and MCF7 104&113.
For O=Cc1cn(Cc2ccc(Cl)cc2)c2ccccc12 the results were SR 81, MDA-MB-435 104, MOLT-4 90, K-562 41, MDA-MB-468 -45*, MDA-MB-231 96, RPMI-8226 77 and MCF7 55.
CN[C@]1(c2ccccc2Cl)CCCC[C@@H]1NCCCc1ccccc1 was read as SR 95, MDA-MB-435 98, MOLT-4 95, K-562 78, MDA-MB-468 78, MDA-MB-231 86, RPMI-8226 91 and MCF7 102.
CCOP(=O)(CC(F)(F)C(F)(F)F)OCC was read as SR 4.4*, MDA-MB-435 18, MOLT-4 4.0*, K-562 5.1*, MDA-MB-468 -59*, MDA-MB-231 51, RPMI-8226 7.9* and MCF7 10.0*.
`S=P(NCCNP(=S)(N1CC1)N1CC1)(N1CC1)N1CC1` gave SR 17&26, MDA-MB-435 100&107, MOLT-4 27&47, K-562 103, MDA-MB-468 74&49, MDA-MB-231 99&108, RPMI-8226 93&83 and MCF7 57&61.
O=C1C=Cc2ccc3c4c(ccc1c24)C=CC3=O was read as SR 114, MDA-MB-435 107, MOLT-4 109, K-562 117, MDA-MB-468 108, MDA-MB-231 106, RPMI-8226 109 and MCF7 107.
`NCC(=O)c1ccc(O)c(O)c1` gave SR 86, MDA-MB-435 97, MOLT-4 84, MDA-MB-468 91, MDA-MB-231 81 and MCF7 86.
CCCCCN(CCCCC)CC(O)c1cc(C)ccc1Cl (stereo not given) was read as SR 58, MDA-MB-435 98, MOLT-4 80, K-562 71, MDA-MB-468 97, MDA-MB-231 71, RPMI-8226 65 and MCF7 79.
`NC(Cc1ccc2c(c1)OCO2)c1ccc2c(c1)OCO2` (stereo not given) gave SR 84, MOLT-4 107, K-562 97, MDA-MB-468 96, MDA-MB-231 107, RPMI-8226 96 and MCF7 89.
For CC(Cc1ccc(O)cc1)NCc1ccccc1 (stereo not given) the results were SR 97, MDA-MB-435 102, MOLT-4 92, K-562 97, MDA-MB-468 106, MDA-MB-231 103, RPMI-8226 103 and MCF7 94.
For CC(=O)C1(c2ccccc2)CCNCC1 the results were SR 112, MDA-MB-435 110, MOLT-4 87, K-562 95, MDA-MB-468 96, MDA-MB-231 95, RPMI-8226 115 and MCF7 96.
